Bioassay records (PubChem BioAssay)
MITF primary – inhibitors of human MITF; AlphaScreen MITF homodimerization, bead proximity signal; AID 1259374; O75030; hit rate 0.91% among 650,000; inhibition, % at 2.6 µM; in the data active = inhibition above about 50%;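 also: 0% = vehicle wells with protein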
GPR151 ag – activates the human receptor GPR151. Q8TDV0. PathHunter beta-arrestin GPR151 cells, luminescence. activation, % at 11.2 µM. hit rate 1% among 650,000; in the data active = activation above about 4.9%;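 also: 0% = median of compound wells and 100% = cells with positive control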
Target sequence (Q8TDV0 whole entry, looked up): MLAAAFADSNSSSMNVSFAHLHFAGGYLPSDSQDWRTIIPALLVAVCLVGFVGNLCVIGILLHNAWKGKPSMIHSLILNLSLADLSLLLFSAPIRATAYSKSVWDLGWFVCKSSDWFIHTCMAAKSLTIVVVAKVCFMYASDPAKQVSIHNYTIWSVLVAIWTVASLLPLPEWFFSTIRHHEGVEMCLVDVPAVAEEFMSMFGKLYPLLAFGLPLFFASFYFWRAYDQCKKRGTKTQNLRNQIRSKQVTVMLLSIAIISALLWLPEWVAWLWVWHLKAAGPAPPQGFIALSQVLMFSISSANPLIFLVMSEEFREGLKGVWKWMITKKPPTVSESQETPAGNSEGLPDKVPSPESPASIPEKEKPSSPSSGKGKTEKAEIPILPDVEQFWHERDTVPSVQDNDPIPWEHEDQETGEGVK
FBW7 activator – human FBW7 E3 ligase activation, primary screen; AlphaScreen FBW7–phospho-cyclin E peptide binding, activator screen; normalized activity (activation), % at 26.1 µM; hit rate 0.13% among 650,000; in the data active = normalized activity above about 1.9%;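 also: purified mutant Fbw7 with reduced substrate affinity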
Target sequence (Q969H0 whole entry, looked up): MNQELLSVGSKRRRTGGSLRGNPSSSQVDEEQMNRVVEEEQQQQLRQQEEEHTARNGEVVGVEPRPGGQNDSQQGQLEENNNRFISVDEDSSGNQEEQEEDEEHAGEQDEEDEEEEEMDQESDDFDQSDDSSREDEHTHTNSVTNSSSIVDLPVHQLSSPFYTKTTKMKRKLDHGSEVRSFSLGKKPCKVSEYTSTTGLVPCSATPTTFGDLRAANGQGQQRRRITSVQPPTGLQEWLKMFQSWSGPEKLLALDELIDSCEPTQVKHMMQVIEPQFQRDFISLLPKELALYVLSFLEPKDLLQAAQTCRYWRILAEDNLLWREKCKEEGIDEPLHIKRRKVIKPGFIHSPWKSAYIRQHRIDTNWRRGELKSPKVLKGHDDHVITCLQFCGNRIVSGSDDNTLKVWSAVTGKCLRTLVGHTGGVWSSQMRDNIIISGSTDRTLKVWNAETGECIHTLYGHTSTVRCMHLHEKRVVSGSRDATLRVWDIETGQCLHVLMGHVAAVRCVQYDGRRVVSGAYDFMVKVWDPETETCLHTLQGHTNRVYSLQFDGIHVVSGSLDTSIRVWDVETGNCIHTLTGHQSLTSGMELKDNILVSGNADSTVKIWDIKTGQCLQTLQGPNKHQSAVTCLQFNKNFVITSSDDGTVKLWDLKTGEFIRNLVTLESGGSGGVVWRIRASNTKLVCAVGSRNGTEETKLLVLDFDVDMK
TEAD-YAP block – TEAD-YAP interaction inhibition; hit rate 1.4% among 640,000; HEK-TIYL cells, TEAD-Gal4/YAP UAS-luciferase luminescence; inhibition, % at 9.12 µM; AID 1259422; in the data active = inhibition above about 32%;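 also: 0% = median of test compound wells and 100% = reference inhibitor wells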
* = called active by the depositor.

Structure | MITF primary | GPR151 ag | FBW7 activator | TEAD-YAP block
COc1cccc(CN2CCNC(=O)C2CC(=O)NC(C)(C)C)c1 (stereo not given) | 0 | 0.0 | 0.0 | 0
CCOc1ccc(CCNS(=O)(=O)c2cc(C3=NNC(Nc4ccc5c(c4)OCO5)c4ccccc43)ccc2C)cc1OCC (stereo not given) | 11 | -1.4 | 0.0 | 15
COc1ccc(C2NC(=O)N(C)C(C)=C2C(=O)OCCOc2ccccc2)cc1 (stereo not given) | -11 | -0.7 | -0.1 | 10
COc1ccc2cc(Br)ccc2c1CC(N)=O | -4 | 1.4 | 0.1 | 5
O=C(Nc1ccc2c(c1)OC1(CCCCC1)O2)c1ccc(F)cc1 | -3 | 0.9 | -0.3 | -47
Cc1cc(NCc2ccc(F)cc2)n2cnnc2n1 | 15 | -0.8 | 0.0 | 8
COc1ccc(CC2(CCC(=O)NC3CCOC3)CCC(=O)N2)c2ccccc12 (stereo not given) | -2 | -0.2 | -0.1 | -14
CC(C)Oc1ccccc1/C=C/C(=O)Nc1ccc2nc3n(c(=O)c2c1)CCCC3 | -6 | -0.1 | -0.1 | 10
Cc1nc(-c2cncc(Br)c2)cc(N2CCN(c3ccccn3)CC2)n1 | -2 | 0.4 | -0.1 | 4
O=C(Nc1ccc(Oc2ccccc2)cc1)C1C2C=CC3(O2)C1C(=O)N(Cc1cccnc1)C3C(=O)NC1CCCCC1 (stereo not given) | 9 | -0.7 | 0.3 | 7
COc1ccc(OC)c(CCNC(=O)c2cc3c(C)nc4ccccc4c3o2)c1 | -1 | 1.8 | -0.1 | 46*
Cc1cc(C)c(CN2CCc3nnc(CNC(=O)Cc4ccccc4)n3CC2)cc1C | 3 | -0.6 | 0.1 | -1

The last 5 records of the section before lead into the next.
Structure | MITF primary | GPR151 ag | FBW7 activator | TEAD-YAP block
CC(C)Oc1ccccc1/C=C/C(=O)Nc1ccc2nc3n(c(=O)c2c1)CCCC3 | -6 | -0.1 | -0.1 | 10
Cc1nc(-c2cncc(Br)c2)cc(N2CCN(c3ccccn3)CC2)n1 | -2 | 0.4 | -0.1 | 4
O=C(Nc1ccc(Oc2ccccc2)cc1)C1C2C=CC3(O2)C1C(=O)N(Cc1cccnc1)C3C(=O)NC1CCCCC1 (stereo not given) | 9 | -0.7 | 0.3 | 7
COc1ccc(OC)c(CCNC(=O)c2cc3c(C)nc4ccccc4c3o2)c1 | -1 | 1.8 | -0.1 | 46*
Cc1cc(C)c(CN2CCc3nnc(CNC(=O)Cc4ccccc4)n3CC2)cc1C | 3 | -0.6 | 0.1 | -1
CC1CCN(C(=O)c2ccc(NC(=O)C(C)C)cc2)CC1 | 11 | 0.2 | 0.6 | 9
COC(=O)c1cc(NC2c3ccccc3C(=O)N2c2ccccn2)cc(C(=O)OC)c1 (stereo not given) | 7 | -0.6 | 0.1 | -1
CCOc1ccc(C2c3[nH]c4ccccc4c3CCN2C(=O)c2cccs2)cc1 (stereo not given) | 14 | -0.9 | 0.1 | 28
CC(=O)Oc1ccc(C2Nc3ccc([N+](=O)[O-])cc3C3C=CCC32)c(OC(C)=O)c1 (stereo not given) | 2 | 0.0 | -0.2 | 2
O=C(CCOc1ccccc1)OCC(=O)c1ccc(OC(F)F)cc1 | -1 | 0.7 | -0.1 | 0
COc1ccc(/C=N/n2c(-c3ccco3)n[nH]c2=S)c(OC)c1OC | 3 | 0.4 | -0.1 | 3
CC(=O)Nc1c(-c2ccccc2)nc2cc(C)ccn12 | -7 | -0.2 | 0.0 | -2
Cn1c(SCC(=O)NC(C)(C)C)nnc1-c1ccccc1 | 4 | -0.2 | 0.0 | -6
CCN(C(=O)Cc1c(C(=O)O)n(C)c2ccccc12)c1ccc(C)c(C)c1 | 5 | 0.2 | 0.0 | 5
CCOc1cc(C2NC(=S)NC(C)=C2C(=O)Nc2ccc(C)cc2C)ccc1O (stereo not given) | 1 | 2.0 | -0.1 | 4
CCOC(=O)c1ccc(NS(=O)(=O)c2cc(Cl)ccc2Cl)cc1 | -12 | -0.7 | -0.3 | -9
CC(NC(=O)CSc1nc2ccc(NC(=O)/C=C/c3ccccc3)cc2s1)c1ccccc1 (stereo not given) | -9 | 0.8 | -0.1 | -7
Nn1cnn2c(SCc3ccccc3Cl)nnc12 | 4 | 0.5 | 0.6 | -12
CS(=O)(=O)N1CCCC(C(=O)Nc2cccc(F)c2)C1 (stereo not given) | -19 | 0.5 | 0.3 | 10
COc1cccc(Nc2nc(CC(C)=O)ns2)c1 | 2 | -1.7 | 0.9 | -30
CCOc1ccc(Cl)cc1C(c1c(C)[nH][nH]c1=O)c1c(C)[nH][nH]c1=O | 13 | 1.7 | -0.2 | 1
Cc1ccccc1-c1nnc(C2CCN(S(=O)(=O)c3ccc([N+](=O)[O-])cc3)CC2)o1 | 9 | 0.9 | -0.1 | 11
O=C(CN(Cc1ccc(F)cc1)C(=O)c1csnn1)NC1CCCCC1 | 15 | -0.2 | 0.0 | 2
Cc1nc2ccccn2c(=O)c1C(=O)NCc1cccc(Cl)c1 | 7 | 1.0 | -0.3 | 8
CC(C)NC(=O)CSc1nnc2n(CC(=O)N3CCCC3)c3ccccc3n12 | 2 | 1.6 | -0.1 | 2
Cc1ccc2cccc(OC(=O)/C=C\c3ccco3)c2n1 | 1 | -0.2 | -0.5 | -1
CCc1cc(CNC(=O)CCc2nnc(Cc3cccc(C)c3)o2)on1 | 13 | -1.4 | 0.8 | -11
COCC(C)NC(=O)c1ccc(OC2CCN(CCc3ccccc3)CC2)cc1 (stereo not given) | 18 | -0.7 | 0.2 | 11
O=C(O)CCC1=C2c3ccccc3CCN2C(=O)CC1 | -4 | 0.6 | 0.0 | 6
CCCCCCNC(=O)CCCN1C(=O)c2ccccc2C1=O | 2 | 1.7 | -0.2 | 3
COc1cc(C2C(C#N)=C(N)Oc3cc(C)n(Cc4cccs4)c(=O)c32)cc2c1OCO2 (stereo not given) | -8 | 1.2 | -0.1 | 1
CCOc1cc(C2/C(=C(\O)c3ccccc3)C(=O)C(=O)N2CC(=O)OC)ccc1O (stereo not given) | 7 | -0.3 | 0.5 | -5
COc1ccc(-c2cn3c(C(=O)Nc4ccccc4F)csc3n2)cc1 | -2 | 0.8 | -0.2 | -24
O=C(NC1CCC(O)CC1)c1cccc(OC2CCN(Cc3ccncc3)CC2)c1 (stereo not given) | 7 | 0.5 | -0.1 | 2
CC(C)CCc1ccc(C#N)c(=S)[nH]1 | -16 | -1.3 | 0.0 | -4
CCCOc1ccc(/C=N/n2cnnc2)c(OCCC)c1 | -6 | 0.2 | 0.0 | 13
CCCOC(=O)C1=C(C)NC(=O)NC1c1ccccc1OCCC (stereo not given) | 2 | -0.4 | -0.4 | -1
CCN(C(=O)COC(=O)c1ccc(Cl)c(N)c1)C1CCS(=O)(=O)C1 (stereo not given) | -3 | -1.5 | -0.1 | 5
O=C(O)CCC(NS(=O)(=O)c1ccc2ccccc2c1)C(=O)O (stereo not given) | -19 | -0.2 | 0.1 | -1
O=C(Nc1ccccc1Cl)c1ccc(F)c(S(=O)(=O)N2CCN(Cc3ccc4c(c3)OCO4)CC2)c1 | -4 | 0.3 | -0.1 | -10
CCOC(=O)c1cc(Cc2ccccc2)sc1NC(=S)Nn1cnnc1 | 16 | 0.6 | 0.0 | -5
O=C1CCC(=O)N1c1ccc(-c2nc3ccc(N4C(=O)CCC4=O)cc3[nH]2)cc1 | 15 | 0.3 | -0.1 | 7
Cc1ccccc1NC(=O)CSc1ncc(CO)n1CC(=O)NCc1ccc(Cl)cc1 | -10 | 0.9 | 0.0 | -5
CCn1nc(C(=O)OCC#N)c2ccccc2c1=O | 4 | 0.7 | 0.6 | 5
COc1cc(NC(=S)NCc2ccc3c(c2)OCO3)cc(OC)c1 | -14 | 0.4 | -0.2 | -1
CC(C)(C)c1ccc(C(=O)Nc2nnc(C(C)(C)C)s2)cc1 | -3 | -0.3 | -0.1 | -6
N#Cc1ccccc1NC(=O)COC(=O)C1CC1 | -7 | -0.3 | 0.0 | -4
CCN1CCN(CCCNC(=O)CCCNC(=O)Cn2cnc3sc4c(c3c2=O)CCCC4)CC1 | 17 | -0.6 | 0.4 | 6
O=C(Nc1nnc(-c2ccc3c(c2)OCCO3)o1)C1CCCCC1 | -4 | -1.7 | -0.1 | -31
CC1=C(C(=O)OCCOC(C)C)C(c2ccccc2)NC(=O)N1 (stereo not given) | 19 | 0.2 | 0.0 | -6
COc1cc(CN2CCCC(CO)C2)cc([N+](=O)[O-])c1O (stereo not given) | 50 | -0.9 | 0.7 | 18
O=C1N[C@@H](Cc2c[nH]c3ccccc23)C(=O)N2CCN(C(=O)c3cccc4ccccc34)C[C@H]12 | -6 | 0.8 | -0.1 | -5
Cc1cccc(N2C(=O)NC(=O)/C(=C/c3ccc(-c4cccc(C(=O)O)c4)o3)C2=O)c1 | 20 | -2.9 | 0.4 | -10
CC(c1ccon1)N(C)Cc1nc(NCc2cccs2)c2ccccc2n1 (stereo not given) | 5 | -0.9 | -0.1 | 8
COc1cc(N(C)C)c([N+](=O)[O-])cc1C(=O)NCCCO | -6 | 2.0 | 0.0 | -2
CC1CC(C)(C)Nc2ccc(OC(=O)CN3C(=O)c4ccccc4C3=O)cc21 (stereo not given) | 10 | -1.5 | 0.0 | 11
O=C(CN1CCSCC1)N/N=C/c1cccc(Cl)c1Cl | 9 | -1.4 | -0.1 | -18
COCCNc1oc2c(c1-c1ccc(C(=O)OC)cc1)c(=O)oc1ccc(F)cc12 | 14 | 0.5 | 0.5 | -2
CCOC(=O)c1cc(CC)sc1NC(=O)c1cc([N+](=O)[O-])ccc1N1CCCCC1 | 2 | -0.6 | -0.2 | -2
CC1CCCCC1NS(=O)(=O)c1cc2c3c(c1)CC(=O)N3CCC2 (stereo not given) | -15 | -1.7 | -0.2 | 3
Nc1ccc(C(=O)Nc2ccc(N)cc2Cl)cc1 | -13 | 0.0 | 0.1 | 11
Cc1ccc(NC(=O)Cn2cnc3sc(C)c(S(=O)(=O)N4CCCCC4)c3c2=O)cc1F | 2 | -1.8 | -0.1 | -10
O=c1[nH]c(SCc2ccc(Cl)cc2)nc2c1CCC2 | -1 | 0.1 | -0.2 | -3
CN1CCc2c(sc3c2C(=O)NC(c2ccc(OC(=O)c4ccccc4)cc2)N3)C1 (stereo not given) | 12 | -0.2 | 0.1 | -50
Cc1ccc(C(=O)Nc2ccc(-c3nc4cc5ccccc5cc4[nH]3)cc2)cc1[N+](=O)[O-] | 0 | 0.1 | 0.0 | -69

Other results
Structure | MITF primary | GPR151 ag | FBW7 activator | TEAD-YAP block
CC(C)(C)c1ccc(OCC(=O)NCC2(c3cccs3)CCOCC2)cc1 | 19 | -2.5 | 0.7 | 12
COc1ccc2c(c1)OC1(C)CC2C(S(=O)(=O)c2ccc(F)cc2)C(=O)N1 (stereo not given) | 2 | -0.7 | -0.2 | -5
CCc1ccc(N2CC(C(=O)Nc3ccc(C(=O)OC(C)C)cc3)CC2=O)cc1 (stereo not given) | 15 | -1.7 | 0.5 | 16
O=C(NC(c1ccccc1)C(F)(F)F)c1cc([N+](=O)[O-])cc([N+](=O)[O-])c1 (stereo not given) | 14 | 1.3 | 0.9 | 12
Ic1ccc(OCCN2CCNCC2)cc1 | 63* | -0.8 | -0.3 | 6
COc1ccc(NC(=O)n2ncc3cc(Cl)ccc32)cc1 | 6 | -0.4 | -0.1 | -57
CCOCCCn1c(NN)nc2ccccc2c1=O | 1 | -0.5 | 0.0 | 7
COc1ccccc1CNC(=O)c1ccc(N2CC3CC(C2)c2cccc(=O)n2C3)c(NC(=O)c2ccc(F)cc2)c1 (stereo not given) | 15 | 0.8 | 0.1 | 2
CS(=O)(=O)c1cc([N+](=O)[O-])ccc1Cl | -4 | 0.7 | 0.2 | 5
COc1cc(/C=C2/SC(=S)NC2=O)ccc1OCC#N | 30 | -0.1 | 0.1 | 3
O=C(CN1C(=O)C2CC=C(Cl)CC2C1=O)Nc1ccc(Cl)c(Cl)c1 (stereo not given) | 14 | -0.5 | 0.6 | -1
COc1ccc(Nc2ccc(C(F)(F)F)cc2[N+](=O)[O-])cc1 | 18 | -0.7 | -0.4 | 4
Cc1ccc(C)c(OCC(=O)Nc2ccc(S(=O)(=O)N3CCCCCC3)cc2)c1 | 6 | -1.0 | 0.5 | 6
CCC(C)(C(=O)NC1CCCC1)N(Cc1ccco1)C(=O)C1CCC(=O)N1 (stereo not given) | 6 | -0.6 | 0.0 | 3
O=C(Cc1ccc([N+](=O)[O-])cc1)N/N=C/c1ccccc1 | 8 | 0.2 | 0.1 | 8
CCOc1ccc(/C(O)=C2/C(=O)C(=O)N(CCN(C)C)C2c2ccc(C)cc2)cc1C (stereo not given) | -2 | 0.2 | -0.1 | -5
CCOc1ccc2[nH]c(=O)c(CN(CC3CCCO3)C(=O)c3ccco3)cc2c1 (stereo not given) | 5 | 0.0 | -0.1 | 1
COc1ccc(NS(=O)(=O)c2ccc(/C=C/C(=O)N3CCc4ccccc4C3)cc2)cc1 | 5 | -0.6 | -0.1 | 14
CC(C)C(NC(=O)c1ccc(CN(c2ccccc2)S(=O)(=O)c2ccccc2)cc1)C(C)C | -3 | -0.8 | 0.1 | -5

Retrieved by compound from the entries so far, four records:
Structure | MITF primary | GPR151 ag | FBW7 activator | TEAD-YAP block
CCOc1ccc2[nH]c(=O)c(CN(CC3CCCO3)C(=O)c3ccco3)cc2c1 (stereo not given) | 5 | 0.0 | -0.1 | 1
CCOc1ccc(/C(O)=C2/C(=O)C(=O)N(CCN(C)C)C2c2ccc(C)cc2)cc1C (stereo not given) | -2 | 0.2 | -0.1 | -5
CCC(C)(C(=O)NC1CCCC1)N(Cc1ccco1)C(=O)C1CCC(=O)N1 (stereo not given) | 6 | -0.6 | 0.0 | 3
COc1ccc(NS(=O)(=O)c2ccc(/C=C/C(=O)N3CCc4ccccc4C3)cc2)cc1 | 5 | -0.6 | -0.1 | 14
